Assay outcomes as filed in PubChem BioAssay.
All columns: NCI-60 one-dose screen, growth in % after 48 h at 10 µM unless noted; 100 = growth as untreated, 0 = no growth, -100 = all killed.
SK-MEL-5 = SK-MEL-5 melanoma; 80,000 tested, 6.4% active; AID 1794755
EKVX = EKVX NSCLC. 71,000 tested, 3% active. AID 1794765
HOP-62 = HOP-62 NSCLC; 80,000 tested, 3.9% active; AID 1794735
CCRF-CEM = CCRF-CEM leukemia; AID 1794778; 77,000 tested, 7% active
M14 = M14 melanoma; 80,000 tested, 6.2% active
HOP-92 = HOP-92 NSCLC cells; 71,000 tested, 6.3% active; AID 1794738
A549/ATCC = A549/ATCC NSCLC; AID 1794740; 81,000 tested, 3.7% active
SK-MEL-28 = SK-MEL-28 melanoma | 81,000 tested, 4.1% active | AID 1794761
* hit, by the source's call; x = not tested or not shown; & = joins results of further samples. Rule for the calls: active = growth percent below 10; inactive = the rest.

canonical_smiles | SK-MEL-5 | EKVX | HOP-62 | CCRF-CEM | M14 | HOP-92 | A549/ATCC | SK-MEL-28
COc1ccc2cc(-c3ccc(C(=O)N/N=C/c4ccc(O)cc4)c(C)n3)ccc2c1 | 93 | 81 | 84 | 42 | 91 | 86 | 91 | 102
COc1ccc(-c2nc(SC)nc(N3CCOCC3)c2C#N)cc1 | 98 | 98 | 88 | 89 | 111 | 71 | 95 | 106
Cc1c(C(N)=O)sc2c1c(=O)n(Cc1ccccc1)c1nnc(S(=O)(=O)CC(=O)Nc3ccc(Cl)cc3)n21 | 55 | 44 | -27* | x | 45 | x | 29 | x
O=c1[nH]c(NCCS(=O)(=O)O)nc2sc3c(c12)CCCC3 | 98 | 96 | 90 | 90 | x | 84 | 80 | 111
CCN(CC)CCOC(=O)c1cc(Cl)cc(-c2ccccc2)c1O | 93 | 99 | 108 | x | 116 | x | 93 | 115
O=C1CCC(Nc2ccc(Cl)cc2Cl)N1c1cccs1 (stereo unspecified) | 99 | 99 | 108 | 93 | 107 | 96 | 114 | 104
CCOC(=O)c1cn[nH]c1N | 101 | 99 | 81 | 125 | 106 | 109 | 88 | 96
COc1cc2oc(-c3cccc(NC(=O)c4ccc5c(c4)OCO5)c3)cc(=O)c2c(O)c1OC | 74 | 97 | 52 | 88 | 96 | 61 | 86 | 85
Cc1ccc(-c2csc(NC(=O)c3cc(-c4ccc(Cl)cc4)nc4ccccc34)n2)cc1 | 93 | 80 | 98 | 94 | 98 | 85 | 98 | 106
CC1(/C=N/NC(N)=O)NC(=O)NC1=O (stereo unspecified) | 101 | 104 | 81 | 97 | 110 | 89 | 78 | 104
COc1cc(/C=N/NC(=O)c2cnn3c2NC(c2ccccc2)C3)ccc1OCc1ccccc1 (stereo unspecified) | 5.9* | 32 | -1.2* | 17 | 15 | 7.9* | -30* | 24
COc1ccc(C(=O)C(C)C(C)=O)c(OCc2ccccc2)c1OC (stereo unspecified) | 111 | 105 | 99 | 82 | 121 | x | 93 | 119
Cn1cc(-c2nonc2-c2c[nH]c3ccc(F)cc23)c2cc(Br)ccc21 | 77 | 38 | 40 | 41 | 37 | 76 | 36 | 73
FC(F)(F)c1ccc(Nc2nnc(-c3ccc(Cl)cc3)o2)cc1 | 106 | 96 | 89 | 83 | 101 | x | 65 | 106
CC(=O)N1N=C(c2ccc(Nc3nc(Nc4ccc(F)cc4)nc(Nc4ccc(Cl)cc4)n3)cc2)CC1c1ccco1 (stereo unspecified) | 59 | 65 | 100 | 50 | 81 | x | 64 | 90
CCn1c(Sc2nnc(NC(C)=O)s2)nc2c1c(=O)n(C)c(=O)n2C | 99 | 88 | 99 | 112 | 91 | 78 | 99 | 101
COc1ccc(-n2nc(C(=O)Nc3ccc(F)cc3)nc2-c2cc(OC)c(OC)c(OC)c2)cc1 | 80 | x | 88 | 83 | 110 | 91 | x | 119
FC(F)(F)c1cccc(Nc2nc(-c3ccccc3)nc3ncccc23)c1 | -91* | x | 85 | -22* | -87* | -67* | 82 | -85*
O=C1c2ccccc2C(=O)N1CC1CC2C=CC1C2 (stereo unspecified) | 95 | x | 92 | 94 | 106 | x | 95 | 105
CC(C)c1ccc(/C=C/C(=O)Nc2ncc(Cc3ccccc3Cl)s2)cc1 | 17 | 60 | 77 | 88 | 27 | 100 | 63 | 77
O=C(Nc1cccc(Cl)c1)Nc1cccc(Cn2c(=O)[nH]c3ccc(Oc4ncccn4)cc3c2=O)c1 | 25 | 72 | 65 | 33 | 53 | 44 | 40 | 59
CCOC(=O)c1c(NC(=O)c2ccc(C(F)(F)F)cc2)sc2c(CN(C)C)c(O)ccc12 | 100 | 95 | 94 | 109 | 100 | 64 | 103 | 100
CCCCCCNC(=O)Oc1ccc(/C(=C(/CC)Cc2ccccc2)c2ccc(OCCCN(C)C)cc2)cc1 | 88 | 89 | 83 | 69 | 85 | 54 | 72 | 101
Brc1ccc(C2CC(c3cccc(Nc4ccncc4)c3)=NN2c2ccccc2)cc1 (stereo unspecified) | 82 | 96 | 77 | 63 | 101 | 62 | 55 | 73
CCCCCCCCCCSCC(N)C(=O)O (stereo unspecified) | 111 | x | 98 | 106 | 109 | 100 | 89 | 98
O=C1OCC2=C1C(c1cccc(C(F)(F)F)c1)c1cc3c(cc1N2CCO)CCC3 (stereo unspecified) | 0.2* | 41 | 16 | 6.6* | 0.3* | 64 | 12 | 53
CCN1[C@@H]2CC[C@H]1/C(=C\c1cc(OC)ccc1OC)C1=C2[C@@H](c2cc(OC)ccc2OC)C(C#N)=C(N)O1 | 89 | 108 | 73 | 76 | 98 | 79 | 78 | 124
COc1cc(F)c(/C=C/c2cc(/C=C/c3cc(OC)c(OC)cc3F)on2)cc1OC | 92 | 102 | 107 | 92 | 81 | 88 | 81 | 83
N#CC1=C(N)Oc2ccc(O)cc2C1c1c[nH]c2ccccc12 (stereo unspecified) | 97 | 110 | 106 | 79 | 98 | 85 | 81 | 118
C=CCOC(=O)COc1ccc(OC)cc1 | 97 | 100 | 99 | 110 | 101 | 101 | 104 | 108
CCCCC(CC)COC(=O)CC(C(=O)OCC(CC)CCCC)S(=O)(=O)O (stereo unspecified) | 105 | 103 | 119 | 82 | 104 | 103 | 114 | 113
Cc1ccc(Nc2cc(C)nc(N)n2)cc1 | 105 | 92 | 99 | 111 | 99 | 106 | 101 | 110
COc1cccc2c1OC1(CCN(Cc3ccccc3)CC1)N1N=C(c3ccc(F)cc3)CC21 (stereo unspecified) | 95 | 81 | 101 | 98 | 102 | 83 | 102 | 98
COc1cc(C=O)ccc1OC(=O)c1cc(-c2ccc(Cl)cc2)n(-c2ccc(S(C)(=O)=O)cc2)n1 | 96 | 83 | 95 | 83 | 106 | 112 | 94 | 117
C/C(=N\Nc1ccc(S(N)(=O)=O)cc1)c1cc2ccccc2o1 | 94 | 96 | 115 | 115 | 110 | 140 | 89 | 108
COc1cc(/C=C/C(=O)c2ccc(F)cc2)ccc1OCCCCOc1ccc(/C=C/C(=O)c2c(C)nc3ccccc3c2C)cc1OC | 62 | 133 | 90 | 81 | 103 | 85 | 77 | 122
COc1cc(C(=O)NNS(=O)(=O)c2ccccc2)cc(OC)c1OC | 110 | 115 | 108 | x | 102 | 104 | 107 | 109
CC1CCc2ccccc2N1 (stereo unspecified) | 97 | 100 | 92 | 86 | 99 | x | 101 | 107
c1ccc(CCc2ccccc2)cc1 | 105&101 | 104&140 | 101&93 | 112&106 | 101&104 | 89&95 | 99&104 | 117&119
O=C(Nc1ccc(-c2nc3ccccc3s2)cc1N1CCCCC1)c1ccccn1 | 104 | 95 | 104 | 94 | x | 96 | 107 | 101
CCn1c(Cn2nc(C)cc2C)nnc1SCC(=O)Nc1ccc(S(N)(=O)=O)cc1 | 98 | 98 | 105 | 95 | 99 | x | 99 | 106
CCOC1Oc2ccccc2C(=O)/C1=N/c1nccs1 (stereo unspecified) | 101 | 89 | 93 | 82 | x | -24* | 111 | 100
COc1ccc(/C=C2\Cc3cc(F)ccc3C2=O)cc1OC | 97 | 96 | 71 | 77 | 81 | 60 | 85 | 109
O=C(Cn1nnc2ccccc21)N/N=C/c1cc2ccccc2s1 | 67 | 78 | 65 | 83 | 62 | 72 | 62 | 85
COc1ccc(C(=O)/C=C/c2ccc(OC)c(OCc3ccccc3)c2)cc1OC | 32 | 25 | 38 | 13 | 35 | 26 | 8.7* | 40
O=c1nc2sc3ccc(Br)cc3cc-2s1 | 102 | 66 | 96 | 78 | 91 | 110 | 103 | 112
O=C(NCCNCCO)c1cc([N+](=O)[O-])cc([N+](=O)[O-])c1O | 103 | x | x | 94 | 102 | 94 | 100 | 106
OCCN(CCCCN(CCO)Cc1ccccc1)Cc1ccccc1 | 97 | 102 | 93 | 118 | 113 | 41 | 95 | 106
O=C1CSC(=NNc2ncnc3ccccc23)N1c1ccccc1 | 99 | 91 | 91 | 104 | 98 | 137 | 102 | 103
COC1=NC(=C(c2ccccc2)c2ccccc2)OC1=O | 105 | 104 | 99 | 111 | 103 | 82 | 90 | 112
O=C(Nc1ccc(I)cc1F)c1cc(I)ccc1O | -96* | 6.2* | 17 | 15 | 5.7* | -21* | 11 | 5.1*
CCC(=O)c1sc(Nc2ccc(Cl)cc2C)nc1N | x | 78 | 105 | 101 | 119 | 101 | 103 | 109
CC(=O)OCCN1C=C(S(C)(=O)=O)C2=NCCN2C1=O | 104 | 99 | 101 | 107 | 102 | 88 | 101 | 102
COc1cc(-c2nc3ccccc3s2)ccc1OCc1nc2n(n1)S(=O)(=O)c1ccccc1N2c1ccccc1 | 84 | 95 | 88 | 112 | 120 | 71 | 110 | 110
CCc1cnc(=S)n(-c2ccccc2)c1 | 117 | x | 103 | 129 | 106 | 98 | 98 | 114
Clc1ccc2c(NCCNC34CC5CC(CC(C5)C3)C4)ccnc2c1 | -96* | -68* | -77* | 4.5* | -83* | -65* | -33* | -94*
Cc1cc(=O)n(C(=O)Nc2ccccc2Cl)c2cc(O)ccc12 | 101 | 108 | 89 | 94 | 96 | 80 | 101 | 107
Cc1c(-c2ccccc2)nnn1-c1ccc(F)cc1F | 98 | x | x | x | 104 | x | 99 | 102
Cc1ccc(C(c2ccccc2C)C(Cl)(Cl)Cl)cc1 (stereo unspecified) | 106 | x | 97 | 89 | 113 | x | 101 | 105
O=C1/C(=C/c2ccccc2)COc2ccc(O)cc21 | 97 | 105 | 104 | 22 | 86 | 94 | 91 | 103

(more compounds)
canonical_smiles | SK-MEL-5 | EKVX | HOP-62 | CCRF-CEM | M14 | HOP-92 | A549/ATCC | SK-MEL-28
CC(=O)c1cc(C(=O)c2ccc3c(c2)Sc2ccccc2N3)c2cc(C)ccn12 | -27* | 31 | 21 | 11 | 17 | 43 | 14 | 56
CC(C)CCc1nc2ccc(NCc3ccc(OCCN4CCCCC4)cc3)cc2[nH]1 | 96 | 103 | 106 | 87 | 96 | 64 | 113 | 87
CCNc1nc2ccccc2c2c(=O)c3cc(F)cc(Cl)c3sc12 | 98 | 95 | 98 | 99 | 102 | 88 | 97 | 105
COc1cc(/C=C/C(=O)c2ccc(NC(=O)c3cc4cc5ccccc5nc4s3)cc2)cc(OC)c1OC | 110 | 93 | 103 | 102 | 94 | 119 | 107 | 110
COC(=O)C1CC(O)C(O)C(O)C1 (stereo unspecified) | 95 | 94 | 109 | x | 108 | 112 | 107 | 106
NCCOCCOc1nc(Oc2ccccc2C(=O)O)cc(-c2ccco2)n1 | 112 | 95 | 98 | 110 | 100 | 95 | 96 | 106
Cc1cc(C)c(NS(=O)(=O)c2ccccc2)c(C)c1NS(=O)(=O)c1ccccc1 | 98 | 93 | 93 | 107 | 104 | 80 | 89 | 123
C[C@H]1[C@H]2C3=CC[C@@H]4[C@@]5(C)CCC(=O)NC(C)(C)[C@@H]5CC[C@@]4(C)[C@]3(C)CC[C@@]2(C(=O)O)CC[C@@H]1C | 69 | 91 | 96 | 96 | 89 | 78 | 92 | 98
CCOC(=O)N1CCC2(CC1)NC(=O)c1ccccc1N2N=O | 106 | 105 | 105 | 106 | 106 | 117 | 100 | 103
Cc1ccc2nc(NC(=O)CSc3nc4c(c(=O)n3-c3ccccc3)SCC4)sc2c1 | x | 107 | 106 | 102 | 106 | 110 | 91 | 119
O=C(CS(=O)(=O)c1ccc(Cl)cc1)c1ccccc1 | 108 | 105 | 107 | 100 | 105 | 63 | 101 | 108
CC(C)Sc1nc(NN)c(C#N)c(-c2ccccc2)n1 | 100 | 94 | 102 | 94 | 108 | 83 | 102 | 90
COc1ccc2c(c1)CCC1C2=CCC2C(=O)OC(=O)C21C (stereo unspecified) | 101 | 95 | 108 | 107 | 101 | 95 | 100 | 106

Random excerpt: 2 entries already listed
canonical_smiles | SK-MEL-5 | EKVX | HOP-62 | CCRF-CEM | M14 | HOP-92 | A549/ATCC | SK-MEL-28
CCOC(=O)N1CCC2(CC1)NC(=O)c1ccccc1N2N=O | 106 | 105 | 105 | 106 | 106 | 117 | 100 | 103
CC(=O)c1cc(C(=O)c2ccc3c(c2)Sc2ccccc2N3)c2cc(C)ccn12 | -27* | 31 | 21 | 11 | 17 | 43 | 14 | 56

Structures above that have two or more sulfur atoms (eight):
canonical_smiles | SK-MEL-5 | EKVX | HOP-62 | CCRF-CEM | M14 | HOP-92 | A549/ATCC | SK-MEL-28
Cc1c(C(N)=O)sc2c1c(=O)n(Cc1ccccc1)c1nnc(S(=O)(=O)CC(=O)Nc3ccc(Cl)cc3)n21 | 55 | 44 | -27* | x | 45 | x | 29 | x
O=c1[nH]c(NCCS(=O)(=O)O)nc2sc3c(c12)CCCC3 | 98 | 96 | 90 | 90 | x | 84 | 80 | 111
CCn1c(Sc2nnc(NC(C)=O)s2)nc2c1c(=O)n(C)c(=O)n2C | 99 | 88 | 99 | 112 | 91 | 78 | 99 | 101
CCn1c(Cn2nc(C)cc2C)nnc1SCC(=O)Nc1ccc(S(N)(=O)=O)cc1 | 98 | 98 | 105 | 95 | 99 | x | 99 | 106
O=c1nc2sc3ccc(Br)cc3cc-2s1 | 102 | 66 | 96 | 78 | 91 | 110 | 103 | 112
COc1cc(-c2nc3ccccc3s2)ccc1OCc1nc2n(n1)S(=O)(=O)c1ccccc1N2c1ccccc1 | 84 | 95 | 88 | 112 | 120 | 71 | 110 | 110
Cc1cc(C)c(NS(=O)(=O)c2ccccc2)c(C)c1NS(=O)(=O)c1ccccc1 | 98 | 93 | 93 | 107 | 104 | 80 | 89 | 123
Cc1ccc2nc(NC(=O)CSc3nc4c(c(=O)n3-c3ccccc3)SCC4)sc2c1 | x | 107 | 106 | 102 | 106 | 110 | 91 | 119
